TrxR1 substrate: qHTS Assay for Substrates of Mammalian Selenoprotein Thioredoxin Reductase 1 (TrxR1): qHTS | Potency, µM (series often up to 114 µM), for inactives: top-dose activity change, negative = substrate turnover | Thioredoxin reductase 1, cytoplasmic (Rattus norvegicus), O89049 | AID 588456, 2011 | purified TrxR1 substrate turnover, NADPH consumption readout | actives 0.01% (n = 390,000); further: potency means the concentration at half of the fitted maximal effect; on the % scale 0 is the no-effect control and ±100 the full control effect; nearly all actives have a fitted effect of over 50% in size
Target sequence (O89049 whole entry, looked up): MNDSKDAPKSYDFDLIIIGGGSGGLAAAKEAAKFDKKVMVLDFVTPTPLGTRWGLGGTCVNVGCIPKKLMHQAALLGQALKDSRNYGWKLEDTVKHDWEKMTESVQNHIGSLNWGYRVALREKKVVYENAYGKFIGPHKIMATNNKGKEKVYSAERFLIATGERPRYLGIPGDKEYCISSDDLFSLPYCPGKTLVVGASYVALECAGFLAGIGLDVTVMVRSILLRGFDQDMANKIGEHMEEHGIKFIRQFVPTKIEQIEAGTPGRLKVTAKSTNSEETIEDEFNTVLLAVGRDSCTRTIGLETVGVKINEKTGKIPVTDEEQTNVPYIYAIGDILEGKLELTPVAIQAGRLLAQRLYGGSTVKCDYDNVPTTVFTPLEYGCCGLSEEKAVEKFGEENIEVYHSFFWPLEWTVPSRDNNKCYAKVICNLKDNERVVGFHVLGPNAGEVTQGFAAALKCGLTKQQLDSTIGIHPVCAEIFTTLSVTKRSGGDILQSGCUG
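Rat TrxR1, dispensed at 90 nM, was prereduced with 400 uM NADPH (final) for 5 min at ~22 deg C, then incubated with compound 15 min before 400 uM selenite. A first-read NADPH fluorescence drop versus no-compound background flagged substrates.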
PI4K2A block: qHTS for small molecular inhibitors of PI4K2A | actives 0.13% (n = 420,000) | AID 1346378, 2018 | activity change, negative = inhibition, % at 76.9 µM | Phosphatidylinositol 4-kinase type 2-alpha (Homo sapiens), Q9BTU6 | purified PI4K2A, ADP-Glo luminescence, 1 h; active compounds read low; in the data active means activity change below about -50%; inconclusive means mostly about -30% to -49%;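 further: -100% = wells without enzyme as full effect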
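In this quantitative HTS, ADP production by PI4K2A was quantified luminescently after 1 h at ambient temperature; 100 microM adenosine served as plate-quality control.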
TrxR1 inh: qHTS Assay for Inhibitors of Mammalian Selenoprotein Thioredoxin Reductase 1 (TrxR1): qHTS; actives 1% (n = 390,000); Potency, µM (top dose mostly 114 µM), for the others: at the highest dose activity change, negative = inhibition, most hits filed as inhibitors; AID 588453, 2011; recombinant rTrxR1, NADPH fluorescence consumption, selenite substrate; further: potency means the concentration at half of the fitted maximal effect; on the % scale 0 is the no-effect control and ±100 the full control effect; nearly all actives have a fitted effect of over 65% in size
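Rat TrxR1 (90 nM in the dispensed reagent) was pre-reduced with 400 uM NADPH for 5 min at room temperature, then incubated with compound for 15 min. After 400 uM selenite was added, NADPH fluorescence (Ex 340/Em 450 nm) was followed for 8 min.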
PGK inhibitor: qHTS Assay to Find Inhibitors of Phosphoglycerate Kinase; AID 602233, 2012; Phosphoglycerate kinase, glycosomal (Trypanosoma brucei brucei), P07378; PGK/GAPDH coupled, Kinase-Glo luminescence, 60 min; actives 0.043% (n = 380,000); Potency, µM (doses to about 57.5 µM), inactives show top-dose activity change, negative = inhibition, most hits filed as inhibitors; further: potency means the concentration at half of the fitted maximal effect; on the % scale 0 is the no-effect control and ±100 the full control effect; nearly all actives have a fitted effect of over 60% in size
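Luminescent ATP detection (Kinase-Glo Plus) follows a 60-minute room-temperature incubation, with wells lacking PGK as controls. Buffer: 100 mM TEA (pH 7.6), 5 mM MgCl2, 0.01% Tween-20. Coupling enzyme GAPDH (100 nM final) supplies unstable 1,3-BPG in-well.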
USP1 inh: Inhibitors of USP1/UAF1: Primary Screen; Ubiquitin carboxyl-terminal hydrolase 1 (Homo sapiens), O94782; recombinant USP1/UAF1, Ub-Rhodamine cleavage fluorescence; Potency, µM (doses to about 57.1 µM), for inactives: at the highest dose activity change, negative = inhibition, most hits filed as inhibitors; actives 0.23% (n = 390,000); AID 743255, 2014; further: potency means the concentration at half of the fitted maximal effect; on the % scale 0 is the no-effect control and ±100 the full control effect; nearly all actives have a fitted effect of over 60% in size; inactives centre near -12
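USP1/UAF1 complex (1 nM) preincubated 15 min at room temperature with compound, then Ub-Rho substrate (150 nM final) added. Kinetic fluorescence at 480/540 nm over 6 reads at 60 s intervals; 50 mM HEPES pH 7.8, 0.5 mM EDTA, 0.1 mg/ml BSA, 1 mM TCEP, 0.01% Tween-20.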
GLS inh: qHTS for Inhibitors of Glutaminase (GLS) | Potency, µM (series often up to 45.5 µM), without a hit: at the highest dose activity change, negative = inhibition, most hits filed as inhibitors | AID 624170, 2012 | GLS enzymatic activity, qHTS titration | Glutaminase kidney isoform, mitochondrial (Homo sapiens), O94925 | actives 0.21% (n = 410,000); further: potency means the concentration at half of the fitted maximal effect; on the % scale 0 is the no-effect control and ±100 the full control effect
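hKGA in 45 mM KH2PO4 pH 8.2, 0.02% Tween-20 with pin-transferred compounds; 1 mM L-glutamine (stock) plus glutamate oxidase/HRP/Amplex Red coupling added. Fluorescence read initially and after 30 min at RT.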
IDH1 R132H inh: qHTS for Inhibitors of mutant isocitrate dehydrogenase 1 (IDH1): qHTS; Isocitrate dehydrogenase [NADP] cytoplasmic (Homo sapiens), O75874; IDH1-R132H enzyme, NADPH consumption, diaphorase/resazurin fluorescence; Potency, µM (doses to about 76.6 µM), without a hit: top-dose activity change, negative = inhibition, actives largely listed as inhibitors; actives 0.093% (n = 390,000); further: potency means the concentration at half of the fitted maximal effect; on the % scale 0 is the no-effect control and ±100 the full control effect; nearly all actives have a fitted effect of over 65% in size
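IDH1-R132H (0.5 ug/mL dispensed) in pH 7.5 Tris buffer was preincubated 30 min with compound, then given a substrate mix of 0.016 mM NADPH and 2 mM alpha-KG for 80 min at room temperature; remaining NADPH was read by diaphorase/resazurin fluorescence.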
HP1b chromo inh: HTS for Inhibitors of HP1-beta Chromodomain Interactions with Methylated Histone Tails; AlphaScreen HP1-beta / biotin-H3K9me3 peptide binding; actives 0.56% (n = 390,000); Chromobox protein homolog 1 (Homo sapiens), P83916; Potency, µM (series often up to 114 µM), for inactives: at the highest dose activity change, negative = inhibition, hits mostly inhibitors; AID 540317, 2011; further: potency means the concentration at half of the fitted maximal effect; nearly all actives have a fitted effect of over 70% in size; inactives centre near 23
Target sequence (P83916 whole entry, looked up): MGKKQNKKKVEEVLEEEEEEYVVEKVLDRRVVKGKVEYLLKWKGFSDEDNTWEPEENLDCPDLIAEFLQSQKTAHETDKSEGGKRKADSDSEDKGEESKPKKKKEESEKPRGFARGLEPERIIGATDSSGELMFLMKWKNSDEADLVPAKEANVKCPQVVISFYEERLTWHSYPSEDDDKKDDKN
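HP1-beta protein (50 nM final) preincubated 30 min at room temperature with biotinylated H3(1-18)K9me3 peptide (50 nM) in PBS pH 7.4, 0.01% Tween-20, then compound added for 30 min. AlphaScreen streptavidin donor/nickel chelate acceptor beads (10 ug/mL final), 30 min dark, luminescence read.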
Pin1 inhibitor: qHTS Assay to Find Inhibitors of Pin1. Peptidyl-prolyl cis-trans isomerase NIMA-interacting 1 (Homo sapiens), Q13526. Pin1 FP peptide displacement, HiFluor488, 10 min. Potency, µM (titrated, usually from 115 µM), inactives show at the top dose activity, negative = inhibition, most hits filed as inhibitors. actives 0.009% (n = 390,000); active means well fitted inhibition curve with a large enough effect in the polarisation, with a control signal flat, not every such curve was filed as active; inconclusive means small, poorly fitted or top-dose-only effect, or effect the other way, or a change in a side signal; inactive means no such curve, though single readings can be large or run the other way; the % refers to the polarisation; further: potency means the concentration at half of the fitted maximal effect; on the % scale 0 is the no-effect control and ±100 the full control effect
Target sequence (Q13526 whole entry, looked up): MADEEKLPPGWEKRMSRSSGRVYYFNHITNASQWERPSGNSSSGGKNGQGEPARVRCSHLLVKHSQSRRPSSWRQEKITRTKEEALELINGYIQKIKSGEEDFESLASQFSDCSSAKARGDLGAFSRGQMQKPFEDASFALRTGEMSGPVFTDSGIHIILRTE
* marks the source's active call; other numbers are inactive results; i = inactive; ? = inconclusive; / = not tested or not shown; [ ] = another dose, or the depositor's remark. Unless noted, the call rests on the fitted dose curve; in most records, active means well fitted curve in the direction sought with a large enough effect; inconclusive means small, poorly fitted or top-dose-only effect, or another doubt; inactive means no such curve, though single readings can be large; an effect the other way counts as inactive or inconclusive. Some of the compounds tested, so the mix of outcomes need not match the whole.

1	O=C(CN(Cc1ccccc1)S(=O)(=O)c1ccccc1)N/N=C/c1ccc2c(c1)OCO2
2	COc1ccc(OC)c(C2=CC(=O)C[C@H](c3ccc4c(c3)OCO4)C2)c1
3	S=C(NCCCN(Cc1ccc(Cl)cc1)c1ccc(-c2ccccc2)cn1)NCCCN(Cc1ccc(Cl)cc1)c1ccc(-c2ccccc2)cn1
4	COc1ccc(/C=N/NC(=O)c2cc(-c3cccc(C)c3)nc3ccccc23)cc1O
5	CCCc1nc2oc3ccccc3c(=O)c2c(=O)n1-c1ccc(C)cc1
6	CCOc1ccc(NC(=O)CCn2c(-c3ccc(F)cc3)cc(C(C)=O)c2C)cc1
7	CC(C)(C)OC(=O)NCCCC[C@H](NC(=O)c1nc[nH]c1C(=O)N[C@@H](CCCCNC(=O)OC(C)(C)C)C(=O)OC(C)(C)C)C(=O)OC(C)(C)C
8	COCCCNC(=O)CNC(=O)c1nn(-c2ccc(OC)cc2OC)c(=O)c2ccccc12
Compound	1	2	3	4	5	6	7	8
TrxR1 substrate	13%	-11%	11%	-4%	3%	-4%[57.1 µM]	-12%	-1%
PI4K2A block	2	8	/	-5	8	-2	-3	3
TrxR1 inh	20%	0%	14%	13%	9%	8%[57.1 µM]	-2%	2%
PGK inhibitor	-5%	-7%	/	i	-6%	-8%	-2%	/
USP1 inh	-14%	-23%	/	-11%	-17%	-9%	-22%	-19%
GLS inh	1%	-3%	/	4%	-3%	-6%	0%	-2%
IDH1 R132H inh	5%	-5%	/	0%	6%	-14%	-4%	-3%
HP1b chromo inh	6%	3%	-7%	-17%	21%	37%	20%	31%
Pin1 inhibitor	0%	0%	25%	-1%	5%	0%	?	-3%

Some of these compounds in order of the PGK inhibitor value, falling.
No. | structure | TrxR1 substrate | PI4K2A block | TrxR1 inh | PGK inhibitor | USP1 inh | GLS inh | IDH1 R132H inh | HP1b chromo inh | Pin1 inhibitor
7 | CC(C)(C)OC(=O)NCCCC[C@H](NC(=O)c1nc[nH]c1C(=O)N[C@@H](CCCCNC(=O)OC(C)(C)C)C(=O)OC(C)(C)C)C(=O)OC(C)(C)C | -12% | -3 | -2% | -2% | -22% | 0% | -4% | 20% | ?
5 | CCCc1nc2oc3ccccc3c(=O)c2c(=O)n1-c1ccc(C)cc1 | 3% | 8 | 9% | -6% | -17% | -3% | 6% | 21% | 5%
6 | CCOc1ccc(NC(=O)CCn2c(-c3ccc(F)cc3)cc(C(C)=O)c2C)cc1 | -4%[57.1 µM] | -2 | 8%[57.1 µM] | -8% | -9% | -6% | -14% | 37% | 0%

Going on with the list.
9	CCCCN(C(=O)C1CCN(C(=O)c2ccccc2C)CC1)c1c(N)n(CCC)c(=O)[nH]c1=O
10	Cc1ccc(Cl)cc1N1CCN(C(=O)c2cc(S(=O)(=O)N3CCCC3)cn2C)CC1
11	O=C(NC1CCCCC1)C(c1ccc(F)cc1)N(Cc1ccco1)C(=O)Cn1nnc2ccccc21 (centres undefined)
12	CC(C)CNC(=O)COC(=O)CCC(=O)c1ccc(Cl)cc1
13	CCc1c(C)sc(NC(=S)Nc2nc(C)cc(C)n2)c1C(=O)OC
14	CCc1ccccc1NC(=O)CSc1nc2c(c(=O)[nH]1)CN(Cc1ccccc1OC)CC2
15	O=C(CO/N=C/c1ccc(Cl)cc1Cl)NNC(=O)c1cccc(Cl)c1
16	O=C1CNC(=O)/C1=C\c1ccc(O)cc1
Compound	9	10	11	12	13	14	15	16
TrxR1 substrate	14%[57.1 µM]	2%	13%	7%	-2%	5%	-5%[57.1 µM]	?
PI4K2A block	-4	4	5	6	1	1	-2	-4
TrxR1 inh	17%	21%	25%	21%	-5%	16%	19%	20µM*
PGK inhibitor	-8%	-10%	0%	2%	i	-9%	3%	0%
USP1 inh	-5%	-10%	-17%	-24%	-29%	-9%	-7%	-5%
GLS inh	14%	5%	-1%	-2%	7%	-18%	13%	1%
IDH1 R132H inh	12%	6%	-18%	7%	-6%	0%	4%	1%
HP1b chromo inh	2%	29%	21%	40%[activator]	10%	39%	33%	37%[activator]
Pin1 inhibitor	0%	-3%	2%	-4%	-1%	1%	1%	1%

17	Cc1noc(NS(=O)(=O)c2ccc(NC(=O)COc3ccc(Cl)cc3Cl)cc2)c1C
18	COc1ccc(C(=O)Oc2ccc(/C=N/NC(=O)c3ccccc3OC)cc2[N+](=O)[O-])cc1
19	O=C(Cn1nnc(-c2ccccc2)n1)NNC(=O)c1cccc([N+](=O)[O-])c1
20	O=C(N/N=C/c1cc2c(cc1[N+](=O)[O-])OCO2)c1cccnc1
21	Cc1ccc(OCC(=O)N(Cc2ccc(N(C)C)cc2)C2CCS(=O)(=O)C2)cc1C (centres undefined)
22	COc1ccc(-n2c(C)cc(/C=C3/SC(=O)N(CC(=O)N4CCOCC4)C3=O)c2C)cc1
23	N#Cc1ccccc1OCC(=O)OCC(=O)NC1CCS(=O)(=O)C1 (centres undefined)
24	C[C@H](CO)N1C[C@H](C)[C@@H](CN(C)C(=O)Nc2ccc3c(c2)OCO3)Oc2ccc(NS(=O)(=O)c3cn(C)cn3)cc2C1=O
Compound	17	18	19	20	21	22	23	24
TrxR1 substrate	19%	-11%	-1%[57.1 µM]	-7%	-17%	-2%	1%	9%
PI4K2A block	-3	-1	1	4	4	-3	0	2
TrxR1 inh	20%	-6%	3%[57.1 µM]	3%	?	3%	22%	-5%
PGK inhibitor	-8%	i	-5%	-9%	-2%	-10%	0%	8%
USP1 inh	?	-5%	-17%	-6%	0%	-21%	-14%	-29%
GLS inh	-5%	2%	0%	0%	29%	3%	-1%	-1%
IDH1 R132H inh	-6%	2%	-8%	13%	0%	-1%	-16%	-8%
HP1b chromo inh	8%	31%	28%	33%	?	14%	39%[activator]	45%[activator]
Pin1 inhibitor	-17%	0%	-7%	-2%	4%	-5%	1%	-3%

25	Cc1onc(-c2c(F)cccc2Cl)c1C(=O)OCC(=O)NC(N)=O
26	Cc1ccc(-n2nnnc2CS(=O)(=O)c2ccccc2)c(C)c1
27	CCN(CC1CCCO1)C(=O)c1cc(COc2ccc(OC)cc2Cl)on1 (centres undefined)
28	S=c1[nH]nc(CN2CCCC2)n1Cc1ccccc1
29	O=C(NCCc1ccc(F)cc1)NC12CC3CC(CC(C3)C1)C2
30	OCCn1c(CSc2nc3ccccc3n2CCO)nc2ccccc21
31	Cc1ccc(S(=O)(=O)c2nnn3c2nc(NCc2cccs2)c2sccc23)cc1C
32	Cc1ccc(NC(=O)c2ccc(Cn3cc(Br)cn3)o2)cc1
Compound	25	26	27	28	29	30	31	32
TrxR1 substrate	5%[57.1 µM]	0%	9%	10%[57.1 µM]	-1%	7%	25%	-8%
PI4K2A block	4	0	-3	3	-2	-1	-2	-1
TrxR1 inh	16%[57.1 µM]	7%	23%	14%[57.1 µM]	18%	8%	37%[activator]	-9%
PGK inhibitor	-7%	i	i	-5%	-9%	6%[11.5 µM]	-8%	-7%
USP1 inh	-1%	-6%	?	-1%	-7%	14%	-17%	-9%
GLS inh	1%	0%	2%	-12%	-12%	5%	2%	4%
IDH1 R132H inh	20%	0%	13%	9%	-2%	0%	-9%	1%
HP1b chromo inh	7%	37%	60%[activator]	11%	44%[activator]	29%	6%	27%
Pin1 inhibitor	1%	9%	1%	-11%	22%	0%	?	?

33	Cc1ccc2c(c1)C(c1ccccc1)N(C(=O)c1ccccc1)CC(=O)N2 (centres undefined)
34	Cc1ccc([N+](=O)[O-])cc1NC(=O)C[n+]1ccccc1
35	O=[N+]([O-])c1cccc(/C=C/c2nc(C=Nc3ccc4ccccc4c3)c(O)o2)c1
36	CCOc1ccc(NC(=O)C2Cc3ccccc3CN2S(=O)(=O)CC)cc1 (centres undefined)
37	N#Cc1c(-c2ccccc2)cc(-c2ccccc2)nc1SCCC(=O)O
Compound	33	34	35	36	37
TrxR1 substrate	0%	-11%	-14%	1%	6%[57.1 µM]
PI4K2A block	-2	-4	0	-5	-1
TrxR1 inh	7%	-6%	-18%	14%	9%[57.1 µM]
PGK inhibitor	i	-1%	3%	i	1%
USP1 inh	-5%	-3%	4%	-27%	-8%
GLS inh	-11%	0%	0%	-6%	?
IDH1 R132H inh	10%	-10%	-6%	3%	-1%
HP1b chromo inh	-11%	24%	19%	25%	-11%
Pin1 inhibitor	-7%	-11%	20%	0%	-2%

Compound activity: PubChem BioAssay, National Center for Advancing Translational Sciences (NCATS)
